APOBEC3G inh – APOBEC3G DNA deaminase inhibitors, primary screen, biochemical, fluorescence, single-stranded DNA substrate, uHTS; DNA dC->dU-editing enzyme APOBEC-3G (Homo sapiens), Q9HC16; recombinant A3G, ssDNA deamination FAM/TAMRA fluorescence; inhibition, % at 20 µM; 330,000 compounds, 0.28% hits;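 active means inhibition of at least 40% at 20 µM, with no more than 30% in the related APOBEC3A deaminase screen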;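 further: plate controls were DMSO wells with A3G for no effect and wells lacking A3G enzyme for full effect; some compounds called inactive have numbers as strong as hits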
Target sequence (Q9HC16 whole entry, looked up): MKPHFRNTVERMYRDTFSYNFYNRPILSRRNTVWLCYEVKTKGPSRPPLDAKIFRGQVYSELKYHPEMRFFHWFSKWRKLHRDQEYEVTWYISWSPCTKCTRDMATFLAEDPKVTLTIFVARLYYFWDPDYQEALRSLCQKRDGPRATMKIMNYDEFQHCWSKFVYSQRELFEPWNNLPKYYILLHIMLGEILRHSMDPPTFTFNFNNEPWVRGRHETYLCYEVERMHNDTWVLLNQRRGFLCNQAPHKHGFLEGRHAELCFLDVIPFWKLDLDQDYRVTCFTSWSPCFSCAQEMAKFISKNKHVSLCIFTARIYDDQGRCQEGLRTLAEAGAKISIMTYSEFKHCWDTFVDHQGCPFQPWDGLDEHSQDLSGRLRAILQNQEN
mIAP block – inhibitors of mouse IAP, primary screen, biochemical, luminescence, uHTS; intestinal alkaline phosphatase [Mus musculus]; purified mouse IAP, CDP-Star luminescence, 30 min; inhibition, % at 10 µM; 330,000 compounds, 0.2% hits;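 active means inhibition of at least 40% at 10 µM in the primary screen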;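 further: plate controls were DMSO with enzyme for no effect and no enzyme wells for full effect; values of inactives mirror those of a sister screen read the other way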
hIAP inh – human IAP inhibitors, primary screen, biochemical, luminescence, uHTS. inhibition, % at 10 µM. 330,000 compounds, 0.12% hits. purified IAP, CDP-Star luminescence, 30 min;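 active means inhibition reaching a set limit with compound at 10 µM in the primary screen, cut at about 35% in these data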;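 further: plate controls were DMSO wells with enzyme for no effect and no-enzyme buffer wells for full effect; values of inactives mirror those of a sister screen read the other way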
Target sequence (P09923 whole entry, looked up): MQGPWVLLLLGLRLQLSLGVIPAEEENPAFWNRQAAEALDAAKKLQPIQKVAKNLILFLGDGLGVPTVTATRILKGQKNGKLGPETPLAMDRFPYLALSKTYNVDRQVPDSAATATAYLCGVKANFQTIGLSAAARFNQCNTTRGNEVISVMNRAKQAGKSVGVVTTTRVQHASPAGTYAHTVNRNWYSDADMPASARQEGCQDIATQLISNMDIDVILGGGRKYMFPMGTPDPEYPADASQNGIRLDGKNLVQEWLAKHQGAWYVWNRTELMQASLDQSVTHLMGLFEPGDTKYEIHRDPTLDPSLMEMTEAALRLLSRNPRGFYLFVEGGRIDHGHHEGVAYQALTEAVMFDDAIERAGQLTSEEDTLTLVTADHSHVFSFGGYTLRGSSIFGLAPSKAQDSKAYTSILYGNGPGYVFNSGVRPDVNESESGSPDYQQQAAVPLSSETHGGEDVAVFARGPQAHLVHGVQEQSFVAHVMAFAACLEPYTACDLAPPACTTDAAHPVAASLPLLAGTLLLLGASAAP
hIAP activ – human IAP activators, primary screen, biochemical, luminescence, uHTS | purified human IAP, CDP-Star luminescence, 30 min; active compounds read high; 1 = vehicle-only enzyme, 0 = enzyme-free background | activation factor at 10 µM | 330,000 compounds, 0.16% hits | AID 2524, 2010;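 active means activation factor of the enzyme at least 2-fold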; further: the source names both 10 and 20 µM as test concentration; values of inactives mirror those of a sister screen read the other way
mIAP activ – activators of mouse IAP, primary screen, biochemical, luminescence, uHTS. muIAP, CDP-Star luminescence, 30 min; active compounds read high; 1 = vehicle-only enzyme signal, 0 = enzyme-free wells. activation factor at 10 µM. 330,000 compounds, 0.24% hits. AID 2805, 2010;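 active means activation factor of at least 2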; further: the source names both 10 and 20 µM as test concentration; values of inactives mirror those of a sister screen read the other way
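Assay system: mouse IAP enzyme / Compound: DMSO-dissolved test compounds / Timing: 30 min, room temperature / Measured by: luminescence from enzymatic CDP-Star hydrolysis / Control set: DMSO-only wells, enzyme-free buffer wells as negative control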
A3A deaminase – APOBEC3A ssDNA deaminase inhibitors, primary screen, selectivity assay for APOBEC3G inhibitor project, biochemical, FAM/TAMRA oligo cleavage fluorescence | 330,000 compounds, 0.41% hits | AID 493011, 2011 | inhibition, % at 20 µM | recombinant A3A, FAM/TAMRA ssDNA deamination fluorescence | DNA dC->dU-editing enzyme APOBEC-3A (Homo sapiens), P31941;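 active means at least 40% inhibition at 20 µM here, with at most 30% in a related deaminase screen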;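 further: plate controls were A3A with DMSO for no effect and wells lacking A3A enzyme for full effect; some results filed as inactive read as strong as hits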
MPTP block – mitochondrial permeability transition pore inhibitors, primary screen, biochemical, isolated mouse mitochondria, absorbance; Ca2+ swelling absorbance, 30 min; inhibition, % at 10 µM; 360,000 compounds, 1.4% hits;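 active means inhibition of 50% or more, scaled per plate between neutral and stimulator controls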;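 further: 0% = DMSO wells given calcium and 100% = 1 mM EGTA wells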
beta cell repl – inducers of MIN6 beta-cell proliferation, primary screen, ATP luminescence, uHTS. AID 2380, 2010. proliferation, % at 10 µM. MIN6 cells proliferation, ATPlite luminescence, 48 h; cells starved in 0.2% serum; 100% = growth in 10% serum. 330,000 compounds, 0.29% hits;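 active means compounds whose signal lies at least 3.5 SD above the mean of all wells on their plate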;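 further: 0% = DMSO-treated cells in low-serum medium and 100% = 10% serum control; some compounds called inactive have numbers as strong as hits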
ATG4B inh – ATG4B protease inhibitors, primary screen, biochemical, fluorescence, uHTS | Cysteine protease ATG4B (Homo sapiens), Q9Y4P1 | 340,000 compounds, 0.51% hits | inhibition, % at 8.33 µM | ATG4B cleavage of LC3-PLA2, NBD-HPC fluorescence, 1 h; in the data active means inhibition above about 40%
The depositor's hits bear a star; x = not tested or not shown.

SMILES	APOBEC3G inh	mIAP block	hIAP inh	hIAP activ	mIAP activ	A3A deaminase	MPTP block	beta cell repl	ATG4B inh
CC(C)[n+]1ccn(C2=C([O-])c3ccccc3C(=O)/C2=N\S(=O)(=O)c2ccccc2)c1	3	-2	-18	1.2	1	5	3.2	2	-2
C/C(=N\NC(=O)c1cccnc1)c1ccccc1	17	20	-24	1.2	0.8	1	0.2	-1	6
COC(=O)C1=C(C)N(Cc2ccccc2)C(=S)N[C@H]1c1cccc(C(F)(F)F)c1	-3	4	-28	1.3	0.96	2	-0.5	-6	7
O=C(CCN1C(=O)C2CCCCC2C1=O)N1CCN(S(=O)(=O)c2cccc(F)c2)CC1 (stereo not drawn)	-3	1	17	0.83	0.99	16	0.4	2	0
CC(CC(=O)Nc1ccc(-c2ccno2)cc1)n1cccn1 (stereo not drawn)	0	6	13	0.87	0.94	-3	-0.2	-6	-7
Nc1nc2c(nc(SCc3ccccc3Br)n2[C@@H]2O[C@H](CO)[C@@H](O)[C@H]2O)c(=O)[nH]1	-5	3	-3	1	0.97	-6	-0.4	0	3
CC1CCN(c2nc3c(c(=O)n(C)c(=O)n3C)n2Cc2ccccc2)CC1	-5	-2	3	0.97	1	-4	1.8	1	13
C=CCn1nc(-c2ccccc2)c2c(C)onc2c1=O	-13	12	2	0.98	0.89	1	-3.4	2	-1
Cc1ccc(C(=O)Nc2ccc(S(=O)(=O)N3CCc4ccccc43)cc2)o1	-6	7	13	0.87	0.93	3	-1.0	-1	4
Cc1onc(-c2c(Cl)cccc2Cl)c1C(=O)NCCCN1CCOCC1	-4	4	0	0.99	0.96	-4	-0.1	-1	-10

Rewritten field by field: two of the compounds above
Nc1nc2c(nc(SCc3ccccc3Br)n2[C@@H]2O[C@H](CO)[C@@H](O)[C@H]2O)c(=O)[nH]1
  APOBEC3G inh: -5	mIAP block: 3	hIAP inh: -3	hIAP activ: 1	mIAP activ: 0.97	A3A deaminase: -6	MPTP block: -0.4	beta cell repl: 0	ATG4B inh: 3
CC1CCN(c2nc3c(c(=O)n(C)c(=O)n3C)n2Cc2ccccc2)CC1
  APOBEC3G inh: -5	mIAP block: -2	hIAP inh: 3	hIAP activ: 0.97	mIAP activ: 1	A3A deaminase: -4	MPTP block: 1.8	beta cell repl: 1	ATG4B inh: 13

Next section.
SMILES	APOBEC3G inh	mIAP block	hIAP inh	hIAP activ	mIAP activ	A3A deaminase	MPTP block	beta cell repl	ATG4B inh
CC(=O)Nc1ccc(S(=O)(=O)N2CCN(C(=O)c3ncoc3-c3ccc(F)cc3)CC2)cc1	-6	0	4	0.96	1	-4	-0.6	-4	-6
CCn1cc([N+](=O)[O-])c(C(=O)Nc2ccc3c(c2)OCCO3)n1	-8	-7	2	0.98	1.1	-5	-0.6	-2	-3
O=C(NCCc1ccccc1)C(=O)NCC1OCCN1S(=O)(=O)c1ccc2c(c1)OCCO2 (stereo not drawn)	-4	-2	0	1	1	-1	2.0	4	-6
C=CCSc1nnc(-c2cc3c(-c4ccccc4)nn(C)c3s2)n1C	-3	-7	-44	1.4	1.1	-8	-2.6	-3	-29
COc1ccc(S(=O)(=O)NCC2(N3CCOCC3)CCCCC2)cc1OC	2	-10	-10	1.1	1.1	1	-0.3	-2	-4
COc1ccc(CNCCC2(Cc3ccccc3)CC(C)N(C)CC2C)cc1OC (stereo not drawn)	-6	3	-22	1.2	0.97	-4	-2.3	-7	-7
Cc1nn(CC(=O)O)c(C)c1C	0	7	-13	1.1	0.93	1	0.5	-3	-1
CCOC(=O)c1sc(NC(=O)c2ccc(OC)cc2)nc1C	1	6	-1	1	0.94	3	-0.3	-3	0
O=C(Nc1ccc(O)cc1)C1CC=CCC1 (stereo not drawn)	-6	7	20	0.8	0.93	3	1.5	-4	-5
CC(=O)Nc1ccc(S(=O)(=O)N2CCn3cccc3C2C)cc1 (stereo not drawn)	-1	-11	11	0.89	1.1	-5	-1.2	-5	0
Cc1cc(C(=O)N2CCN(c3ncccn3)CC2)cs1	-3	8	11	0.89	0.93	-1	-1.2	-1	1
CCC(NC(=O)c1ccc(C#CC2(O)CCCCC2)cc1)C(=O)O (stereo not drawn)	-1	8	9	0.91	0.92	1	0.6	-5	0
Cc1sc(NC(=O)c2ccccc2)c(C(c2ccc(Cl)cc2)N2CCN(CCO)CC2)c1C (stereo not drawn)	-3	11	9	0.91	0.89	-3	-2.2	-7	6
COCc1nnc(SCC(=O)Nc2cccc(Cl)c2C)n1-c1ccccc1	-5	-8	-23	1.2	1.1	-6	-3.2	-4	-6
O=C(O)c1cc2cc(OCc3ccccc3)ccc2[nH]1	-5	-2	-1	1	1	-1	0.8	-1	4
CCC(NS(=O)(=O)c1ccc2c(c1)NC(=O)C(C)C(=O)N2)c1cccs1 (stereo not drawn)	1	6	-8	1.1	0.94	2	1.8	-3	0
Cc1cccc(C)c1NC(=O)c1cc2c(=O)c3ccccc3oc2nc1C(F)(F)F	5	-5	4	0.96	1	4	2.3	-4	0
CCOC(=O)c1cccc(NC(=O)c2ccc(N(C)C)cc2)c1	-6	4	10	0.9	0.96	1	-0.2	-3	-2
Nc1ccc(Br)cc1Br	4	-2	8	0.92	1	4	-0.6	0	17
Cc1ccc(Cl)c(OCC(=O)NCc2ccco2)c1	-5	3	15	0.85	0.97	7	0.2	2	0
COc1cc(C#Cc2c(-c3cncn3C)n(C)c3ccc(Br)cc23)cc(OC)c1	-5	1	-12	1.1	0.99	2	0.3	-6	-17
COc1ccc(N2C(=O)C(CC(N)=O)N(NC(=O)CCc3ccccc3)C2=O)cc1 (stereo not drawn)	-6	8	4	0.95	0.92	0	-0.4	-3	3
CCCOc1ccc(-c2csc(N)n2)cc1[N+](=O)[O-]	-7	10	12	0.88	0.9	-4	0.1	-1	6
COc1ccc(Cl)cc1NC(=O)C(C)Sc1nnc(C2CC2)n1C1CC1 (stereo not drawn)	4	-1	1	0.99	1	0	1.0	2	-5
C=CCNC(=O)c1onc(CSc2ccccc2)c1C(=O)NCC=C	-11	-8	-10	1.1	1.1	-2	-1.0	2	-2
CN1CCN(c2ccc(CNS(=O)(=O)c3ccccc3)cc2)CC1	-7	-3	-27	1.3	1	-2	2.2	0	6
COc1ccc(NC(=O)CN2C(=O)C(C)SC(C)C2=O)c(OC)c1 (stereo not drawn)	-5	10	-6	1.1	0.9	-2	1.5	0	-8
O=C(CCCC(=O)n1cnc2ccccc21)n1cnc2ccccc21	-3	9	-11	1.1	0.91	-1	-1.0	-6	-6
O=C1Cc2ccccc2C(=O)N1Cc1ccccc1	-4	11	7	0.93	0.89	-4	-0.1	-2	-2
Cc1cccc(Cn2nc(C)cc2NC(=O)CCCn2ccc([N+](=O)[O-])n2)c1	-5	-4	6	0.94	1	1	0.4	1	0
COc1ccc(OC)c(-n2nnnc2SCC(=O)NCc2ccc3c(c2)OCO3)c1	-1	2	-7	1.1	0.98	2	-0.5	-4	-3
COc1ccc(C(O)Cn2c(=N)n(CCCN(C)C)c3ccccc32)cc1 (stereo not drawn)	-6	4	-2	1	0.96	2	80*	-2	1
CCCC(=O)Nc1nnc(SCC)s1	-6	2	-3	1	0.98	-1	0.8	0	4
Cn1ncc(C#N)c1NC(=O)C1CC(c2ccccc2Cl)=NO1 (stereo not drawn)	-2	-1	19	0.81	1	1	x	0	-2
CC1=NN(c2ccccc2)C(=O)/C1=C\C=C1/N(C)c2ccccc2C1(C)C	7	36	33	0.67	0.64	10	6.2	-3	0
Cc1ccn2c(=O)nc(SCC(=O)N3CCCC3)nc2c1	2	-1	-20	1.2	1	1	-0.2	-6	-8
COc1ccc(CCNC(=O)c2cnc3ccccn3c2=O)cc1	-4	0	-6	1.1	1	-1	-0.6	1	-11
COc1cc(NC(=O)C2CCCN(c3ncnc4c3nc3n4CCCCC3)C2)cc(OC)c1OC (stereo not drawn)	-9	-16	-16	1.2	1.2	-6	-0.5	2	3
COc1ccc(-c2ncnc(C(F)(F)F)c2-c2csc(C)n2)c(O)c1	-6	-2	-5	1.1	1	-1	1.2	2	5
COc1cccc(CNC(=O)CN2C(=O)CSc3ccc(S(=O)(=O)N4CCCC4)cc32)c1	-10	-8	-9	1.1	1.1	-2	0.3	2	-3

Twelve entries from above, arranged by molecular weight, largest number first:
SMILES	APOBEC3G inh	mIAP block	hIAP inh	hIAP activ	mIAP activ	A3A deaminase	MPTP block	beta cell repl	ATG4B inh
COc1cc(NC(=O)C2CCCN(c3ncnc4c3nc3n4CCCCC3)C2)cc(OC)c1OC (stereo not drawn)	-9	-16	-16	1.2	1.2	-6	-0.5	2	3
COc1cccc(CNC(=O)CN2C(=O)CSc3ccc(S(=O)(=O)N4CCCC4)cc32)c1	-10	-8	-9	1.1	1.1	-2	0.3	2	-3
COc1ccc(OC)c(-n2nnnc2SCC(=O)NCc2ccc3c(c2)OCO3)c1	-1	2	-7	1.1	0.98	2	-0.5	-4	-3
COc1ccc(C(O)Cn2c(=N)n(CCCN(C)C)c3ccccc32)cc1 (stereo not drawn)	-6	4	-2	1	0.96	2	80*	-2	1
COc1ccc(-c2ncnc(C(F)(F)F)c2-c2csc(C)n2)c(O)c1	-6	-2	-5	1.1	1	-1	1.2	2	5
CC1=NN(c2ccccc2)C(=O)/C1=C\C=C1/N(C)c2ccccc2C1(C)C	7	36	33	0.67	0.64	10	6.2	-3	0
COc1ccc(NC(=O)CN2C(=O)C(C)SC(C)C2=O)c(OC)c1 (stereo not drawn)	-5	10	-6	1.1	0.9	-2	1.5	0	-8
CN1CCN(c2ccc(CNS(=O)(=O)c3ccccc3)cc2)CC1	-7	-3	-27	1.3	1	-2	2.2	0	6
O=C(CCCC(=O)n1cnc2ccccc21)n1cnc2ccccc21	-3	9	-11	1.1	0.91	-1	-1.0	-6	-6
Cn1ncc(C#N)c1NC(=O)C1CC(c2ccccc2Cl)=NO1 (stereo not drawn)	-2	-1	19	0.81	1	1	x	0	-2
COc1ccc(CCNC(=O)c2cnc3ccccn3c2=O)cc1	-4	0	-6	1.1	1	-1	-0.6	1	-11
Cc1ccn2c(=O)nc(SCC(=O)N3CCCC3)nc2c1	2	-1	-20	1.2	1	1	-0.2	-6	-8

Screening data: PubChem BioAssay, Sanford-Burnham Center for Chemical Genomics

An unsorted share of the library; about 3.3% have a hit in one of these screens.
